RNase H inhibition: RNase H inhibition, HIV 1 Gag Pol polyprotein, FRET biochemical assay, screening (AID 372) | one-dose inhibition, % at 10 µM; IC50 in µM for titrated hits | HIV-1 RT RNase H, FRET RNA/DNA substrate fluorescence; higher % means a stronger effect | actives 0.77% (n = 100,000); in the data active = inhibition above about 50%
* = called active by the depositor. Not all compounds are listed (hit frequency here may not be typical).

SMILES	RNase H inhibition
CCOC(=O)C1=NNC(C(=O)c2ccc(OC)cc2)C1c1ccccc1Cl (stereo not given)	9%
CC(=O)NC(c1ccc(N(C)C)cc1)c1ccc2cccnc2c1O (stereo not given)	3%
CC(=O)Oc1ccc(C(=O)Nc2cccc(-c3nc4ccccc4o3)c2)cc1	10%
OC(CN1CCCCC1)c1ccc2c(c1)OCCCO2 (stereo not given)	6%
COc1cc(/C=N/NC(=O)c2n[nH]c3c2CCCC3)ccc1O	11%
CCCCOC(=O)c1ccc(NC(=S)NC(NC(C)=O)C(Cl)(Cl)Cl)cc1 (stereo not given)	16%
CCOc1ccc(/C(C)=N/NC(=O)c2cc(-c3ccc(C)cc3)n[nH]2)cc1	11%
CC(OCc1ccccc1)C(NC(=O)OC(C)(C)C)C(=O)NCCc1c[nH]c2ccccc12 (stereo not given)	4%
CCOC(=O)c1cnc2cc(-c3cccc(C)c3)[nH]n2c1=O	16%
Cc1c(C)n(C)c2ccc(C(=O)O)cc12	10%
Clc1ccc(-n2nnnc2-c2ccccc2)cc1	0%
CC(C)C(=O)N1c2ccccc2NC2=C(C(=O)CC(C)(C)C2)C1c1cccnc1 (stereo not given)	10%
CCOc1ccccc1/C=N/NC(=O)c1cccc(C)c1	10%
Cc1ccc(NC(=O)c2c(N)sc3c2CCC3)c(C)c1	34%
O=C1/C(=C/c2ccc(Br)cc2)SC(=S)N1Nc1ccccc1	9%
Cc1ccc(C(=O)N2CCc3ccccc3C2)cc1[N+](=O)[O-]	15%
COc1ccccc1N(CC(=O)Nc1cc(Cl)cc(Cl)c1)S(=O)(=O)c1ccccc1	8%
COc1ccccc1/C=N/N1C(=O)c2cccc3cccc(c23)C1=O	3%
N=C1/C(=C(/O)c2ccccc2)C(c2ccc(Br)cc2)C2=C(CCCC2=O)N1c1ccccc1 (stereo not given)	13%
C/C(=N\NC(=O)c1ccco1)c1ccc(C)o1	1%
CCCSc1nnc2c(n1)OC(c1cccc(F)c1)Nc1ccccc1-2 (stereo not given)	10%
Cc1ccc(C(=O)O/N=C(\N)Cc2ccc([N+](=O)[O-])cc2)c(Cl)c1	26%
COc1ccccc1N1CCN(C(=O)CN(c2ccc(Br)cc2)S(=O)(=O)c2ccccc2)CC1	12%
CC1=C(C(=O)Nc2ccccc2C)C(c2cccc(Br)c2)NC(=S)N1 (stereo not given)	0%
Cc1cccc(C(=O)N/C(=C/c2ccc(Br)cc2)C(=O)NN)c1	6%
CCCNC(=O)c1cc(OC)c(OC)cc1[N+](=O)[O-]	0%
O=C(Nc1ccc([N+](=O)[O-])cn1)c1ccc(F)cc1	0%
COc1ccccc1OCCOc1cccc(Cl)c1	19%
COC(=O)c1ccc(/C=C2\SC(=S)N(CCCCCC(=O)O)C2=O)cc1	13%
C=CCc1cc(C=C2C(=O)N(C)C(=S)N(C)C2=O)cc(OCC)c1OC	15%
O=C(COc1ccc(Cl)cc1)N/N=C/c1cccs1	15%
O=C(Cn1cc(/C=c2/sc3nc4ccccc4n3c2=O)c2ccccc21)Nc1ccccc1	10%
Cc1ccc(/C(O)=C2/C(=O)C(=O)N(c3ccccc3)C2c2ccc(Br)cc2)cc1 (stereo not given)	8%
COc1cc(OC)c(OC)cc1/C=N/NC(=O)CCC1C(=O)NN=C1C (stereo not given)	2%
COC(=O)COc1ccccc1/C=C1\C(=O)NC(=O)N(c2ccc(Br)cc2)C1=O	18%
C/C(=N\NC(=O)c1c[nH]c2ccccc12)c1cccc([N+](=O)[O-])c1	0%
C/C(=N/NC(=O)COc1ccc(Cl)cc1Br)c1ccc2c(c1)CCCC2	29%
Cc1ccc(N2CCN(/N=C\c3sccc3C)CC2)cc1	6%
Cc1ccc2c(Cl)c(C(=O)Nc3ccc4c(c3)OCCO4)sc2c1	10%
Cc1ccccc1C1OC2(C(=O)c3ccccc3C2=O)C2C(=O)N(c3ccc(Cl)c(Cl)c3)C(=O)C12 (stereo not given)	6%
COC(=O)CN1C(=O)/C(=C\c2ccc(F)cc2)SC1=S	1%
COc1ccc(NC(=O)C2=C(C)NC(=S)NC2c2ccc(C)cc2)cc1 (stereo not given)	0%
CCCCOc1ccc(C(CC(=O)O)CC(=O)O)cc1	4%
S=C(c1ccc(OCc2ccccc2)cc1)N1CCN(c2cccc(Cl)c2)CC1	0%
FC(F)(F)c1ccccc1C=Nn1c(-c2ccc(Cl)cc2)n[nH]c1=S	8%
COc1ccc(Nc2ncnc3c2cnn3-c2ccccc2)cc1	0%
O=S(=O)(Nc1cc(Cl)cc(Cl)c1)c1ccc(Cl)cc1	3%
CC1=C(C(=O)OCCc2ccccc2)C(c2ccc(Br)cc2)C2=C(CC(c3ccccc3)CC2=O)N1 (stereo not given)	15%
CC(=O)Oc1cc(-c2nc3ccccc3c(=O)o2)cc(-c2nc3ccccc3c(=O)o2)c1	0%
CCC(Oc1ccccc1)C(=O)Nc1cccc(F)c1 (stereo not given)	0%
O=S(=O)(c1ccc(F)cc1)N(CCO)C1CCCCC1	5%
O=C(O)c1cc(NC(=O)c2ccc(Cl)c(Cl)c2)cc(C(=O)O)c1	10%
COc1cc(-c2nc(-c3ccccc3)c(-c3ccc([N+](=O)[O-])cc3)[nH]2)cc(OC)c1O	17%
C=CCN1C(=O)/C(=C/c2cc(Cl)ccc2O)SC1=S	32%
O=S(=O)(c1cccc2cccnc12)N1CCN(Cc2ccc3c(c2)OCO3)CC1	33%
N#Cc1c2n(c3c(=O)n(Cc4ccccc4Cl)cnc13)CCCC2	19%
CCOc1ccccc1CN(CCc1ccc2c(c1)OCO2)Cc1ccc(OC)c(OC)c1	8%
Cc1ccc(/C=C/C(=O)O)cc1S(=O)(=O)N1CCC(C(=O)O)CC1	0%
O=C1C2C(c3ccccc3)OC3(C(=O)c4ccccc4C3=O)C2C(=O)N1c1ccc([N+](=O)[O-])cc1 (stereo not given)	16%
Oc1ccc(Br)cc1CNc1ccc(F)c(F)c1	0%
New compounds follow.
SMILES	RNase H inhibition
CCOC(=O)c1c(C)oc2ccc(NS(=O)(=O)c3ccc4ccccc4c3)cc12	15%
Cc1cc(/C=C2\C(=O)NC(=S)N(c3ccc(Cl)cc3)C2=O)c(C)n1-c1cccnc1	28%
O=S(=O)(c1ccc(Cl)c(-c2nnc(-c3ccc(Br)cc3)o2)c1)N1CCOCC1	8%
Cc1cc(C)c[n+](CC(=O)c2ccc(Br)cc2)c1	0%
CCOc1ccc(NC(=O)/C=C/c2ccc(OC)cc2)cc1	10%
CCCCSc1nnc2c(n1)OC(c1ccc(-c3ccc(Br)cc3)o1)Nc1ccccc1-2 (stereo not given)	22%
O=c1c2ccccc2nc(CSc2nnnn2-c2ccccc2)n1-c1ccccc1Cl	1%
COC(=O)c1ccc(C(=O)OC)c(NS(=O)(=O)c2ccccc2[N+](=O)[O-])c1	5%
NC(N)=NS(=O)(=O)c1ccc(NC(=S)NC(=O)c2ccc(F)cc2)cc1	0%
COc1cccc(N2C(=O)C(=O)/C(=C(\O)c3ccccc3)C2c2ccc(OC)cc2OC)c1 (stereo not given)	11%
Cc1ccc2oc(-c3cc(NC(=O)Cc4ccccc4)ccc3O)nc2c1	5%
O=C(COc1ccc2ccc(=O)oc2c1)OCc1ccccc1	5%
O=C(CSCc1cccc(Cl)c1)N/N=C/c1ccc(OCC(=O)N2CCCCC2)cc1	18%
CCOC(=O)/C(C#N)=N/Nc1sc(C(=O)OCC)c(C)c1C(=O)OCC	8%
COc1cc(/C=c2\sc3nc4ccccc4n3c2=O)ccc1OCc1cccc(Cl)c1	6%
COc1ccc(C2=Nc3ccccc3NC(c3ccc(F)cc3)C2)cc1 (stereo not given)	14%
COc1ccccc1CN1CCN(Cc2cccc(OC)c2OC)CC1	11%
O=C(c1ccccc1F)N1CCN(c2ccccc2)CC1	15%
CCc1ccc2oc(-c3cccc(NC(=S)NC(=O)c4ccc(OC)cc4)c3)nc2c1	10%
Cc1cccc(C)c1OC(=O)C(C)N1C(=O)c2ccccc2C1=O (stereo not given)	3%
CCC(=O)Nc1cccc(-c2nc3ncccc3o2)c1	8%
O=C(CCc1ccccc1)NNC(=O)c1ccccc1	6%
CCC(C)c1ccc(NC(=S)NC(=O)c2ccc(Cl)cc2)cc1 (stereo not given)	8%
CCc1cc(CN(CC)CC)[nH]n1	18%
NC1=NC(=O)/C(=C/c2cccc(OC(=O)c3cccc(F)c3)c2)S1	7%
CC(C)(C)C1(C)OC(O)(C(F)(F)C(F)F)CC1=O (stereo not given)	0%
Clc1cccc(OCCCCCN2CCCC2)c1	0%
Cc1ccc(NC(=S)NC(=O)c2cccc(Br)c2)cc1	9%
COC(=O)c1c(-c2ccc(Cl)cc2)csc1NC(=O)C1CC=CCC1C(=O)O (stereo not given)	5%
CCOC(=O)C1=C(C)OC(N)=C(C#N)C1c1ccc2ccccc2c1 (stereo not given)	13%
COc1ccccc1CNC(=O)c1ccc(C)cc1	16%
Cc1cc(CN2CCOCC2)c(O)c(C)n1	12%
Oc1ccc(C=NCC2(c3ccccc3)CCCC2)cc1	4%
O=C(Nc1ccc2c(c1)C(=O)N(c1ccccc1)C2=O)c1ccc2c(c1)C(=O)N(c1ccccc1)C2=O	1%
O=C(CSc1nc2ccc([N+](=O)[O-])cc2[nH]1)c1ccc(Br)cc1	14%
O=C(Cc1ccc([N+](=O)[O-])cc1)Nc1ccc2c(c1)OCCO2	0%
CCOC(=O)C1=C(C)N=c2s/c(=C/c3cc(C)n(-c4ccc(Cl)cc4)c3C)c(=O)n2C1c1ccccc1OC (stereo not given)	7%
CC(C)COc1ccc(C(=O)Nc2sc3c(c2C(N)=O)CCCCCC3)cc1	17%
CN1C(=O)C(=Cc2cc(Br)c(O)c(I)c2)C(=O)N(C)C1=O	6%
O=C(O)c1cc(NS(=O)(=O)c2ccc(NCc3ccccc3)c([N+](=O)[O-])c2)cc(C(=O)O)c1	20%
CC(/C=C/c1ccccc1)NC(N)=O (stereo not given)	6%
COc1ccccc1N1C(=O)/C(=C2/C(=O)N(C(C)=O)c3ccccc32)SC1=S	16%
Cc1ccc2oc(-c3ccc(Cl)c(NC(=O)c4cccc5ccccc45)c3)nc2c1	0%
Fc1cccc(CN2CCN(C3CCCC3)CC2)c1	7%
COc1ccc(-n2nc3cc(C)c(NC(=O)c4ccc(C)c([N+](=O)[O-])c4)cc3n2)cc1	32%
CCC(=O)Nc1ccc(NC(=O)COc2ccc(Cl)cc2Cl)cc1	27%
CCN(CC)c1ccc(/C=C(/C#N)c2nc3ccccc3[nH]2)c(OC(C)C)c1	13%
Cc1cc(C)nc(SCC(=O)NN=C2CCCCCC2)n1	18%
Cc1onc(-c2ccccc2Cl)c1C(=O)Nc1sc(C)c(C)c1C#N	39%
N#C/C(=C/Nc1ccccc1F)c1nc(-c2ccc(F)cc2)cs1	16%
CCOC(=O)C1=C(C)N=c2s/c(=C\c3ccccc3OCc3ccc(Cl)cc3Cl)c(=O)n2C1c1ccc(OC)c(OC)c1 (stereo not given)	3%
O=C(Cc1ccc([N+](=O)[O-])cc1)N/N=C/c1cccc(Br)c1	15%
COc1cc(NC(=O)c2cccc(Br)c2)cc(OC)c1	5%
CCOc1ccccc1C(=O)Nc1ccc(S(N)(=O)=O)cc1	7%
COc1ccc(/C=C2/SC(=S)N(Cc3ccccc3)C2=O)cc1OC	12%
COc1ccc(C2CC(c3ccc([N+](=O)[O-])cc3)=NN2)cc1 (stereo not given)	6%
O=C(/C=C/c1ccccc1)N1CCN(c2ccc(Cl)cc2)CC1	7%
COc1ccccc1OCCCCOc1ccccc1Cl	30%
CC(C)(C)OC(=O)NCC(=O)Oc1ccc2c(=O)c(-c3ccc4c(c3)OCCO4)coc2c1	17%
COc1ccccc1-c1coc2cc(OCc3ccccc3)ccc2c1=O	10%
The list continues:
SMILES	RNase H inhibition
CC1CCN(CC(=O)N2c3ccccc3C(C)(c3ccccc3)CC2(C)C)CC1 (stereo not given)	10%
Cc1cccc(C)c1OCCCCCN1CCCCC1	1%
COc1cccc(NC(=O)c2c(Cl)cccc2Cl)c1	0%
CCC(C(=O)N1CCCCC1C)c1ccccc1 (stereo not given)	33%
CC1CCCC(N2CCC(N3CCCCC3)CC2)C1 (stereo not given)	7%
Fc1ccc(-c2nnc(-c3ccc(F)cc3)o2)cc1	6%
Cc1ccc(N2C(=O)c3ccc(Oc4ccc(N)cc4)cc3C2=O)c(C)c1	12%
O=C(C(c1ccccc1)c1ccccc1)N1CCN(C2CCN(Cc3ccccc3)CC2)CC1	8%

High-throughput results: PubChem BioAssay, MTDP
